SMARCA2 act: activators of SMARCA2 function. MG213 cells, MMTV-luciferase reporter, dexamethasone, overnight. activation, % at 9.1 µM. actives 1% (n = 370,000). AID 652017; in the data active means activation above about 7.8%;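 further: 0% = vehicle wells and 100% = reference activator wells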
ARFGAP1 inh: rat ARFGAP1 inhibition; Q62848; Arfgap1-stimulated ARF1 GTP hydrolysis, GDP FP detection; inhibition, % at 16.5 µM; actives 0.26% (n = 360,000);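 active means inhibition above a per-plate limit, mean inhibition of low control wells plus 3 SD, cut at about 25% in these data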;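 further: 0% = DMSO wells with enzyme and 100% = wells lacking Arfgap1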
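Replicates: Single well per compound | Assay system: Truncated rat Arfgap1 GAP domain | Control set: No-Arfgap1 wells (100%) versus DMSO full-reaction wells (0%) | Times: Enzyme reaction 120 min at 25 °C after 20 min preincubation | Reagent: Human ARF1(Δ1-17)-GTP substrate | Measured by: Tracer-displacement fluorescence polarization with EDTA stop, 620/688 nm | Measure: Percent inhibition of Arfgap1-stimulated GTP hydrolysis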
PG9 binder: small molecules binding HIV-1 gp120 antibody PG9; TR-FRET gp120-PG9 antibody binding; inhibition, % at 6.7 µM; actives 0.43% (n = 360,000); AID 624416; in the data active means inhibition above about 8.5%
HTRA1 inh: inhibitors of human serine peptidase HTRA1 | Q92743 | recombinant HTRA1, FP-rhodamine activity-based probe, fluorescence polarization | inhibition, % at 5.96 µM | actives 0.5% (n = 340,000); in the data active means inhibition above about 36%;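 further: 0% = enzyme with DMSO and 100% = wells lacking enzyme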
ASAP1 GAP inh: inhibitors of human ASAP1 ArfGAP activity; ASAP1-stimulated ARF1 GTP hydrolysis, GDP FP detection; inhibition, % at 16.5 µM; actives 0.19% (n = 360,000); in the data active means inhibition above about 25%;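 further: 0% = vehicle with enzyme and substrate and 100% = no enzyme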
Rev-erbA mod: Rev-erb alpha (human) modulation; Rev-erbα–FITC-DNA binding, fluorescence polarization, 90 min; actives 0.79% (n = 370,000); activity, % at 10 µM; AID 1259318;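 active means activity above about 14%, limit read from the data; passing the limit was not always enough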;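 further: 0% = DMSO wells with 35 nM protein and 100% = DMSO wells with 750 nM protein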
ABHD4 inh: inhibitors of mouse ABHD4; actives 0.54% (n = 370,000); Q8VD66; inhibition, % at 8.92 µM; AID 720543; purified mABHD4, FP-Rh probe fluorescence polarization;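 active means inhibition exceeding the mean over every tested compound plus 3 SD, cut at about 30% in these data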;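 further: 0% = plate median of compound wells and 100% = S159A mutant with DMSO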
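Doses – 8.92 µM, single dose · Material – wild-type mouse ABHD4 protein · Replication – single well per compound (singlicate) · Measure – percent inhibition of probe binding, normalized to plate controls · Schedule – 45 min compound pre-incubation plus 60 min probe step, 25 °C · Detection – fluorescence polarization with parallel and perpendicular emission, 525/598 nm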
GC-B act: GC-B (human) receptor activation; HEK293-GC-B cells, CNP EC30, cGMP TR-FRET; 0% at EC30 CNP, 100% saturating CNP; actives 0.11% (n = 370,000); P20594; activation, % at 10 µM; AID 1920062;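 active means activation at 10 µM reaching about 35% in either raw or pattern-adjusted values, limit read from the data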
GC-A act: GC-A (human) enzyme activation; HEK293 GC-A cells, cGMP TR-FRET, EC30 ANP; 0% at EC30 ANP, 100% saturating ANP; P16066; actives 0.14% (n = 370,000); activation, % at 10 µM; in the data active means activation above about 40%
Target sequence (P16066 whole entry, looked up): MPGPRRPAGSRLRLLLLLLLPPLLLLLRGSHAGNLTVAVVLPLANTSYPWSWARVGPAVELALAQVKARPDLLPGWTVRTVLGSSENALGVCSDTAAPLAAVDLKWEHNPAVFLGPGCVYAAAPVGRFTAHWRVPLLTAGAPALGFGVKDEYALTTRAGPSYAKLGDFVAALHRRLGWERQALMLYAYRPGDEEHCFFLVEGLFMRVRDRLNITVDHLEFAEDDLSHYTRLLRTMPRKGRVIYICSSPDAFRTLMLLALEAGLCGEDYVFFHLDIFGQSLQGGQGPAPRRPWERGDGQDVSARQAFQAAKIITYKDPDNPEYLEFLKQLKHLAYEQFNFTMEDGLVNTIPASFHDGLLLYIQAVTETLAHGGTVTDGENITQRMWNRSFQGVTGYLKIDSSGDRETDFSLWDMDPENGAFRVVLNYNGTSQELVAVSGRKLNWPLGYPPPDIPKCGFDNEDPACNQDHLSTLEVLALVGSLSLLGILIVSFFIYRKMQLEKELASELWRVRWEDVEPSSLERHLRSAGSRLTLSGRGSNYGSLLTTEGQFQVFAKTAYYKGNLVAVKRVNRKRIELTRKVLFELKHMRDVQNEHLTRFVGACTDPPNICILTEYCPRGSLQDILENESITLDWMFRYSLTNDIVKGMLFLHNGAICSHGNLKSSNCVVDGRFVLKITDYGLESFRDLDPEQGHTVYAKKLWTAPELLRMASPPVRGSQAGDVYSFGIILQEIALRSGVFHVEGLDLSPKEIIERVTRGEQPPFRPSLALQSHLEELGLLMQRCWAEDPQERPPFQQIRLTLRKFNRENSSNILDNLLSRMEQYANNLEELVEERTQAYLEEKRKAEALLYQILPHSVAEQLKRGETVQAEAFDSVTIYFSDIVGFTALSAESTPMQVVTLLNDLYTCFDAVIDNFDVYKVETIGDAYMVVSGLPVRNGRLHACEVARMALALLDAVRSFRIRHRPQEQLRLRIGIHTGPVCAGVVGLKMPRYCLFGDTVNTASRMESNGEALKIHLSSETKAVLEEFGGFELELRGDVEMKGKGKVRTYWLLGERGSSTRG
rCAG binder: binds r(CAG) RNA repeats. r(CAG) RNA repeat, TO-PRO-1 dye displacement fluorescence. inhibition, % at 3 µM. actives 1.3% (n = 370,000);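 active means inhibition above the plate cutoff, the mean of all test compounds on that plate plus 3 SD, cut at about 35% in these data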;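 further: 0% = DMSO alone and 100% = 100 µM mitoxantrone as full dye displacement; higher means more dye released from RNA so lower well fluorescence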
The depositor's hits bear a star; . = no result given; & = joins results of further samples. The order is random; overall some 4.4% were active at least once.

SMILES	SMARCA2 act	ARFGAP1 inh	PG9 binder	HTRA1 inh	ASAP1 GAP inh	Rev-erbA mod	ABHD4 inh	GC-B act	GC-A act	rCAG binder
OC[C@@H]1CN(CCc2ccccc2)C[C@H](n2cnc3c(NCc4ccc(F)cc4)ncnc32)O1	-2	-6	-0.1	.	6	7	-6	2	0	-1
O=C(CN1CCCCCC1)Nc1ccccc1	-4	-12	-0.1	-8	13	-1	8	1	5	-1
CC1(C)CC(NC(=O)C(=O)NCCc2ccc(Cl)cc2)CC(C)(C)N1	-1	6	-0.3	8	3	.	-2	.	.	-2
O=C(NCc1nc2ccccc2[nH]1)C1=C[C@H](C2CCCCC2)C[C@H](OCCCCO)O1	-1	6	-1.6	-21	16	-1	-3	4	2	-4
COc1ccc(C2=NS(=O)(=O)N(C)C(C(=O)N(C)Cc3ccccc3)=C2)cc1	-4	-2	0.9	-13	3	0	-7	2	2	2
Cc1ccc(C(C[N+](=O)[O-])c2c(C)[nH]n(-c3ccccc3)c2=O)cc1 (stereo unspecified)	-2	2	-4.2	4	-10	-2	2	2	-4	7
O=C1SC(Cc2ccccc2)C(=O)N1c1ccccc1 (stereo unspecified)	8.3*	2	-4.1	.	-1	-5	-4	-1	3	-2
O=C(NNc1nc2cc3c(cc2s1)OCO3)c1ccc(F)cc1	0	2	-0.1	16	10	-3	23	0	1	8
C/C(=N\NC(=S)Nc1ccc(C)c(C)c1)c1ccc(N2CCOCC2)cc1	1	-3	-1.3	7	1	5	14	5	-3	9
CC(=O)C1C(=O)C=C(c2ccco2)CC1c1ccccc1 (stereo unspecified)	-1	-3	1.0	10	3	-4	0	-5	-8	2
COc1ccc(C(=O)OCC(=O)NC23CC4CC(CC(C4)C2)C3)c(OC)c1OC	1	6	-0.8	5	6	5	-3	3	-1	-3
COC(=O)c1c(NC(=O)C2CC(=O)NN2Cc2ccccc2)sc(C)c1C (stereo unspecified)	-1	-8	1.8	-15	-4	5	-9	-2	2	2
COc1cccc(/C=N/n2c(N)c(S(=O)(=O)c3cccs3)c3nc4ccccc4nc32)c1	-5	12	1.6	-6	-4	9	4	3	-2	1
O=C(C1CCCO1)N1CCN(C(=S)Nc2ccc(Cl)cc2)CC1 (stereo unspecified)	-3	-5	-1.8	2	-17	-1	2	1	2	0
CC(=O)OCC(=O)Nc1ccccc1OC(F)F	2	7	-1.6	5	12	-8	5	4	-2	-3
COc1ccc(N(CC(=O)NC2CCCCCC2)S(=O)(=O)c2c(C)nn(C)c2C)cc1	0	7	0.4	5	-6	3	-1	-3	2	-4
CCOC(=O)N1CCC(N(C(=O)Nc2ccc(CC)cc2)C(C)CC)CC1 (stereo unspecified)	4	-7	1.0	-2	3	4	-5	2	2	0
C=CCNC(=S)NN=C1CCC(c2ccccc2)CC1 (stereo unspecified)	-1	-6	-2.6	0	8	-6	5	4	4	-2
CCCN(CC1CC1)C(=S)Nc1ccc(C(C)=O)cc1	-1	0	-0.6	3	7	11	5	0	-3	-3
Cc1cnc(C(=O)OCC(=O)Nc2ccc(OCc3ccccc3)cc2)cn1	2	-4	1.1	5	8	-6	5	-6	2	2

Some values from the entries so far.
`Cc1ccc(C(C[N+](=O)[O-])c2c(C)[nH]n(-c3ccccc3)c2=O)cc1` (stereo unspecified) | GC-B act: 2
`CCOC(=O)N1CCC(N(C(=O)Nc2ccc(CC)cc2)C(C)CC)CC1` (stereo unspecified) | PG9 binder: 1.0
`O=C(NCc1nc2ccccc2[nH]1)C1=C[C@H](C2CCCCC2)C[C@H](OCCCCO)O1` | ARFGAP1 inh: 6

3 entries from above, ordered by their value in ASAP1 GAP inh, highest first.
| Molecule | ASAP1 GAP inh |
| --- | --- |
| CC(=O)OCC(=O)Nc1ccccc1OC(F)F | 12 |
| COc1ccc(C(=O)OCC(=O)NC23CC4CC(CC(C4)C2)C3)c(OC)c1OC | 6 |
| O=C(C1CCCO1)N1CCN(C(=S)Nc2ccc(Cl)cc2)CC1 (stereo unspecified) | -17 |

Next section
SMILES	SMARCA2 act	ARFGAP1 inh	PG9 binder	HTRA1 inh	ASAP1 GAP inh	Rev-erbA mod	ABHD4 inh	GC-B act	GC-A act	rCAG binder
CCN(CC(N)=O)S(=O)(=O)c1ccc(Br)cc1	5	-10	-0.9	0	-17	5	-2	3	-3	-3
Cc1nn(CC(=O)N2CCCCC2)c(=O)c2nn(-c3ccccc3)c(C)c12	-1	0	0.1	5	-6	1	-1	-2	-1	-3
CCOC(=O)C(=O)NNc1ccccc1C	1	-80	-2.2	3	16	-4	6	3	-2	3
CCCn1nc([N+](=O)[O-])c(C(C#N)c2nc3ccccc3s2)c(Cl)c1=O (stereo unspecified)	-5	-11	-2.6	76*	-11	-5	78*	2	3	88*
CC12CCC(C(=O)Nc3ccc(SC(F)F)cc3)(CC1=O)C2(C)C (stereo unspecified)	-5	2	-0.7	-7	-6	0	-20	-1	8	3
CN1CCN(S(=O)(=O)c2cccc(C(=O)N(C)C(c3ccccc3)c3ccccc3)c2)CC1	-2	-9	0.3	-1	-6	-6	1	-10	-4	-8
C=CCn1c(SCC(=O)Nc2cccc(S(=O)(=O)N(C)c3ccccc3)c2)nnc1C1CC1	-1	-11	-0.2	-4	-4	-1	-3	2	-2	0
COc1ccc(/C=N/NC(=O)CCn2cnc3ccccc32)cc1	-3	1	-1.2	.	7	-4	0	-2	2	0
COc1ccc(-n2c(SCC(=O)NCc3ccco3)nnc2-c2c[nH]c3ccccc23)cc1	-2	-8	-0.3	-14	-4	-4	-11	-5	-10	6
NC(=O)C1CCN(c2nc(-c3ccc(Oc4ccccc4)cc3)cs2)CC1	.	.	.	.	.	2	6	-10	-3	.
COc1ccc(C(=O)OCCCN(C)C2CN(Cc3cn(Cc4ccccc4F)nn3)S(=O)(=O)C2)cc1OC (stereo unspecified)	2	.	.	.	.	1	-2	-2	4	-1
O=C(COC(=O)CC1CC2CCC1C2)Nc1ccc(Cl)c(S(=O)(=O)N2CCOCC2)c1 (stereo unspecified)	-2	5	0.3	-10	5	0	-8	-6	0	2
CC(C)Oc1ccc(C2CC(=O)N(c3cccc(/C=C/C(=O)O)c3)C2=O)cc1 (stereo unspecified)	-1	0	-0.2	1	-11	-6	-3	3	2	7
S=C(NCC1CCCO1)Nc1ccc(Cl)c(Cl)c1 (stereo unspecified)	2	10	-1.8	-3	1	-6	-11	3	0	-4
Cc1ccccc1Oc1ncnc(N)c1[N+](=O)[O-]	1	15	-1.8	-1	-9	-2	1	-1	2	-3
CNC(=S)N1CCc2sccc2C1C (stereo unspecified)	-2	-3	-2.0	0	-7	0	0	2	-1	-2
N/C(=N\OS(=O)(=O)c1ccc(Cl)cc1)c1ccccn1	0	10	1.0	-5	6	2	1	-2	-1	1
CCN(CC)C(=O)C(=O)c1cccn1-c1cccc(OC)c1C#N	3	8	0.7	-5	5	1	-1	-9	-6	-1
Cc1cc(C)cc(N(C(=O)c2snc(C(N)=O)c2N)C(C(=O)NCC2CCCO2)c2cccs2)c1 (stereo unspecified)	1	3	-1.5	.	5	0	-5	-12	-34	-1
CCS(=O)(=O)c1nc(S(=O)(=O)c2ccc(C)cc2)c(N2CCC(O)CC2)s1	5	-9	-1.0	0	1	3	-6	2	-5	0

Rewritten with values under each structure: 2 of the compounds above
Values run as follows: SMARCA2 act | ARFGAP1 inh | PG9 binder | HTRA1 inh | ASAP1 GAP inh | Rev-erbA mod | ABHD4 inh | GC-B act | GC-A act | rCAG binder
COc1ccc(N(CC(=O)NC2CCCCCC2)S(=O)(=O)c2c(C)nn(C)c2C)cc1
  0 | 7 | 0.4 | 5 | -6 | 3 | -1 | -3 | 2 | -4
CCOC(=O)N1CCC(N(C(=O)Nc2ccc(CC)cc2)C(C)CC)CC1 (stereo unspecified)
  4 | -7 | 1.0 | -2 | 3 | 4 | -5 | 2 | 2 | 0

Sorted by molar mass (rising): part of the list above.
SMILES	SMARCA2 act	ARFGAP1 inh	PG9 binder	HTRA1 inh	ASAP1 GAP inh	Rev-erbA mod	ABHD4 inh	GC-B act	GC-A act	rCAG binder
S=C(NCC1CCCO1)Nc1ccc(Cl)c(Cl)c1 (stereo unspecified)	2	10	-1.8	-3	1	-6	-11	3	0	-4
CC12CCC(C(=O)Nc3ccc(SC(F)F)cc3)(CC1=O)C2(C)C (stereo unspecified)	-5	2	-0.7	-7	-6	0	-20	-1	8	3
CC(C)Oc1ccc(C2CC(=O)N(c3cccc(/C=C/C(=O)O)c3)C2=O)cc1 (stereo unspecified)	-1	0	-0.2	1	-11	-6	-3	3	2	7

Following part.
SMILES	SMARCA2 act	ARFGAP1 inh	PG9 binder	HTRA1 inh	ASAP1 GAP inh	Rev-erbA mod	ABHD4 inh	GC-B act	GC-A act	rCAG binder
COc1ccc(NC(=O)Cn2cnc3c(oc4nc5c(cc43)COC(C)(C)C5)c2=O)cc1	0	4	-0.3	9	-2	-6	2	-1	4	2
CN1CCC[C@@H]1CCO[C@](C)(c1ccccc1)c1ccc(Cl)cc1	-6	-6	-1.0	3	1	3&-7	2	-17	-33	3
CCCc1cc(=O)[nH]c(NCc2ccc(Cl)cc2)n1	-6	2	3.8	0	10	-3	-13	5	-6	5
Cc1cccc(N2C(=O)CC(n3ccnc3)C2=O)c1C (stereo unspecified)	-2	4	-1.5	-4	-5	-5	-2	2	3	1
Cc1ccc(C)c(CN2CCC(CNC(=O)CCc3nnc4ccc(N5CCCCC5)nn34)CC2)c1	1	-2	-1.4	-2	4	1	3	-8	-3	-11
Cc1onc(-c2ccccc2Cl)c1C(=O)Nc1nnc(-c2cccc([N+](=O)[O-])c2)s1	-1	-19	-1.2	-5	-1	1	-7	2	4	42*
CC(=O)Oc1cc2oc(=O)c3c(c2cc1Cl)CCC3	4	-1	-3.0	2	4	-6	1	1	7	2
c1cnc2nc3c4ccccc4c4ccccc4c3nc2c1	6	-5	-1.6	-28	15	5	-1	-16	-30	10
N#Cc1ccsc1NC(=O)CCN1CCN(C(c2ccccc2)c2ccccc2)CC1	1	-18	-2.7	-15	-9	6	-8	-8	-5	14
COCCn1c(SCC(=O)NCC2CCCO2)nc2c([nH]c3ccccc32)c1=O (stereo unspecified)	-2	4	-1.9	10	8	9	1	1	0	-5
Cc1cccc(NC(=O)C2CCN(S(=O)(=O)c3cccc4cccnc34)CC2)c1	-1	8	0.0	-5	-1	-9	-1	-13	-18	1
COc1ccc(S(=O)(=O)N2CCN(C(=O)c3cc4c(s3)CCC4)CC2)cc1	-5	1	-0.7	1	14	-27	6	-1	-4	29
CC(C)[C@H](NC(=O)c1ccccc1)C(=O)Nc1cccc(S(=O)(=O)N2CCOCC2)c1	-2	-13	0.5	-1	1	-1	-10	-2	0	6
CCCCCCn1c(SCC(=O)OC)nc2c1c(=O)[nH]c(=O)n2C	-1	3	-2.1	10	5	9	4	4	6	-1

Assay outcomes from PubChem BioAssay.
